Compound activity as filed in PubChem.
Pol kappa inh – DNA polymerase kappa (human) inhibition; hit rate 0.53% among 400,000; AID 588579; Potency, µM (titrated, usually from 107 µM), without a hit: at the highest dose activity, negative = inhibition, usual class: inhibitors; purified Pol kappa, fluorescent DNA synthesis assay, 10 min; further: potency means the concentration at half of the fitted maximal effect; on the % scale 0 is the no-effect control and ±100 the full control effect
Target sequence (Q9UBT6 whole entry, looked up): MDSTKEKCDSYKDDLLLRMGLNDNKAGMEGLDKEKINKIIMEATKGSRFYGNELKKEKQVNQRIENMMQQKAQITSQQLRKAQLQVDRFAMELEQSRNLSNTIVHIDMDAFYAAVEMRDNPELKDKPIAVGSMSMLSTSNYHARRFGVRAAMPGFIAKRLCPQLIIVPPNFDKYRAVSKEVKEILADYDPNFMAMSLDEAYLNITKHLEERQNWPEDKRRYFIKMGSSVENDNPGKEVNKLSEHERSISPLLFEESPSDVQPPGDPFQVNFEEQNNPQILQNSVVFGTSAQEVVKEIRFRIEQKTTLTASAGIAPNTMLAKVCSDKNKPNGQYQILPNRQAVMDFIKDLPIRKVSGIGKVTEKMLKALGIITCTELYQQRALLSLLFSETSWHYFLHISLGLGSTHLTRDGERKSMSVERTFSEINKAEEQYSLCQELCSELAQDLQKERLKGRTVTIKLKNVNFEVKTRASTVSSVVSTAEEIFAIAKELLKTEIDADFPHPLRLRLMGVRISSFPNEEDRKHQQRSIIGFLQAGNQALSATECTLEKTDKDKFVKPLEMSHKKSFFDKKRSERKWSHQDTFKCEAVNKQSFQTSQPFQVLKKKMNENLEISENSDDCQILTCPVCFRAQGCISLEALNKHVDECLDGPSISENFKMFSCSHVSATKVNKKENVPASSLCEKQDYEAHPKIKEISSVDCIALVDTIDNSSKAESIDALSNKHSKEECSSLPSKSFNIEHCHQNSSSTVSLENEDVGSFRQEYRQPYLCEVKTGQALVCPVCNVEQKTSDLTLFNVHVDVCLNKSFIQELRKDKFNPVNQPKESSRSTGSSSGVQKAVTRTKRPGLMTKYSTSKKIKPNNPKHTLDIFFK
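10 nM Pol kappa preincubated 15 min at room temperature with compounds, then reaction started with substrate at 50 nM final. Fluorescence read kinetically at 0 and 10 min; buffer-only wells served as negative control.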
Pol iota inh – DNA polymerase iota (human) inhibition; hit rate 1% among 390,000; Pol iota fluorescent replication assay, 10 min; Q9UNA4; Potency, µM (series often up to 115 µM), without a hit: at the highest dose activity, negative = inhibition, actives largely listed as inhibitors; further: potency means the concentration at half of the fitted maximal effect
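Pol iota at 10 nM preincubated 15 min with compounds at room temperature; reaction started with fluorescent substrate, 50 nM final. Fluorescence read kinetically at 0 and 10 min; buffer-only wells as negative control.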
ERG-DNA inh – ERG Ets/DNA interaction inhibition; P11308; fluorescence polarization, His-ERG Ets domain / labelled DNA; Potency, µM (titrated, usually from 76.9 µM), inactives show at the top dose FP activity, negative = inhibition, most hits filed as inhibitors; hit rate 0.028% among 370,000; active means well fitted inhibition curve with a large enough effect in the polarisation, with a control signal flat; inconclusive means small, poorly fitted or top-dose-only effect, or effect the other way, or a change in a side signal; inactive means no such curve, though single readings can be large or run the other way; the % refers to the polarisation;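 further: polarization taken with two DNA probes labelled with fluorescein and Texas red; potency means the concentration at half of the fitted maximal effect; % of control where 0% means no effect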
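His-tagged ERG Ets domain (1 uM in the protein solution; 300mM KCl, 50mM Tris-HCl, 1mM EDTA, 1mM DTT, pH 7.5) received compound, then a probe mix of 5 nM fluorescein-DNA and 100nM Texas-615-DNA. Fluorescence polarization was read for both dyes.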
12-LOX inh – inhibitors of human 12S-lipoxygenase ALOX12. hit rate 1.1% among 580,000. purified 12hLO, xylenol orange hydroperoxide absorbance. P18054. Potency, µM (doses to about 108 µM), for the others: at the top dose activity change, negative = inhibition, usual class: inhibitors. AID 1671190; further: potency means the concentration at half of the fitted maximal effect; on the % scale 0 is the no-effect control and ±100 the full control effect
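Purified human 12hLO at 150 nM in 25 mM Hepes, 0.01% Triton X-100, pH 7.0, preincubated 15 min at room temperature with compound. Reaction started with 40 uM arachidonic acid, 30 min at room temperature. Hydroperoxide measured by Fe-xylenol orange, 573/405 nm absorbance ratio.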
TRHR ag – agonists of human TRH receptor | AID 493084 | hit rate 0.18% among 360,000 | activation, % at 2 µM | P34981 | TRHR cells, calcium flux fluo-8, FDSS agonist mode; in the data active means activation above about 30%; further: 0% is about no effect
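Read-out: compound-evoked intracellular calcium rise in TRHR cells, fluo-8 dye, kinetic FDSS fluorescence at 1 s/cycle following a 10-cycle baseline. Cells cultured overnight before dye loading (30 min–1.5 h, RT).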
APE1 inh – inhibitors of human APE1 endonuclease | AID 2517 | recombinant APE1, TAMRA/BHQ-2 abasic DNA cleavage fluorescence | P27695 | Potency, µM (titrated, usually from 65.8 µM), for the others: at the top dose activity change, negative = inhibition, actives largely listed as inhibitors | hit rate 0.35% among 350,000;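 further: potency means the concentration at half of the fitted maximal effect; plate controls were vehicle for no effect and reference inhibitor for full effect; nearly all actives have a fitted effect of over 55% in size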
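0.75 nM APE1 + cpd, 15 min RT; start w/ 50 nM TAMRA/BHQ-2 THF-abasic dsDNA; kinetic fluor 525/598 nm ×3 reads @60 s; Δ(read3−read1); normalized to DMSO and NSC13755 control wells.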
Apoferritin bind – binds horse apoferritin like a general anesthetic; P02791; apoferritin/1-aminoanthracene competitive binding, fluorescence; Potency, µM (series often up to 77.5 µM), for inactives: at the highest dose activity change, negative = displacement, hits mostly inhibitors; hit rate 0.074% among 350,000; further: potency means the concentration at half of the fitted maximal effect; on the % scale 0 is the no-effect control and ±100 the full control effect; nearly all actives have a fitted effect of over 20% in size
Target sequence (P02791 2-175 limits assumed): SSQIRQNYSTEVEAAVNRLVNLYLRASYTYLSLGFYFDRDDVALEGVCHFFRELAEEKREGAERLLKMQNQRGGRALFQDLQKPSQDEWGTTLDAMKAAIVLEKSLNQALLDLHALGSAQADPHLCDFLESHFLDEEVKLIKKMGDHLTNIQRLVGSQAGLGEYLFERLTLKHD
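Concentration-response curves derived by four-parameter Hill fitting of normalized fluorescence, where compounds displaced 1-AMA from 10 uM horse apoferritin following a brief 10 min room-temperature incubation; propofol titration acted as positive control.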
Pol beta inh – DNA polymerase beta (human) inhibition. AID 485314. P06746. Potency, µM (titrated, usually from 114 µM), for the others: at the highest dose activity change, negative = inhibition, most hits filed as inhibitors. Pol beta primer extension/strand displacement, fluorescence kinetic. hit rate 1.3% among 340,000; further: potency means the concentration at half of the fitted maximal effect; on the % scale 0 is the no-effect control and ±100 the full control effect
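Enzyme-only controls used 10 nM Pol beta; buffer lacking enzyme served as negative control. Compound preincubated 15 min, then 50 nM substrate added; 0 and 10 min reads at room temperature.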
BLM helicase inh – blocks DNA unwinding by human BLM helicase. P54132. recombinant BLM DNA unwinding, fluorescence dequenching. Potency, µM (highest dose often 56.1 µM), inactives show top-dose activity change, negative = inhibition, actives largely listed as inhibitors. hit rate 0.2% among 350,000. AID 2528;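 further: potency means the concentration at half of the fitted maximal effect; plate controls were vehicle for no effect and no enzyme for full effect; nearly all actives have a fitted effect of over 35% in size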
Active calls of the source: *; ? = inconclusive; / = not tested or not shown; [ ] = dose if it differs, or a comment. Unless noted, the call rests on the fitted dose curve; in most records, active means well fitted curve in the direction sought with a large enough effect; inconclusive means small, poorly fitted or top-dose-only effect, or another doubt; inactive means no such curve, though single readings can be large; an effect the other way counts as inactive or inconclusive. An excerpt; rates above refer to the full screens.

SMILES	Pol kappa inh	Pol iota inh	ERG-DNA inh	12-LOX inh	TRHR ag	APE1 inh	Apoferritin bind	Pol beta inh	BLM helicase inh
Cc1ccnc(NS(=O)(=O)c2ccc(NC(=O)COc3ccccc3)cc2)n1	-12%	93%[activator]	4%	-16%	-0.2	-1%	-1%	14%	-3%
Cc1ccc(S(=O)(=O)N2CCCCC2)cc1C(=O)c1nccn1C	-19%	1%	-1%	-19%	0.3	7%	-16%	2%	-1%
Cc1ccccc1C(=O)N/N=C1/SCC(=O)N1Cc1ccccc1	-9%	34%[activator]	?	2%	0.0	-1%	-6%	0%	3%
Cc1ccc(CNC(=O)Cc2ccc(-n3c(=O)[nH]c4ccsc4c3=O)cc2)cc1	0%	26%	-8%	0%	0.2	-1%	-6%	5%	-2%
Cc1cccc2sc(NC(=O)CN(C)S(=O)(=O)c3cccs3)nc12	-20%	7%	3%	0%	-0.5	2%	-16%	-6%	-1%
COc1ccc(S(=O)(=O)Nc2ccc(Cc3ccncc3)cc2)cc1C	2%	32%[activator]	3%	/	-0.2	-22%	-21%	1%	-5%
Nc1cc(=O)[nH]c(N2CCN(c3ccccc3)CC2)n1	-2%	8%	-9%	2%	1.2	16%	0%	25%	-2%
O=c1c2ccccc2n(Cc2cccc(F)c2)c(=O)n1Cc1ccccc1Cl	-1%	21%	?	3%	0.3	/	6%	16%	-7%
Cc1cccc(-c2nnc(C3CCN(S(=O)(=O)c4cccc(Cl)c4)CC3)o2)c1	-18%	-15%	1%	?	-0.5	/	-6%	0%	-8%
Cn1c(=O)c2c(O)c(Cc3ccccc3)c(=O)n(C)c2n(C)c1=O	-1%	-7%	-8%	-9%	0.0	-2%	-10%	8%	-1%
CCOC(=O)N1CCN(C(=O)c2ccc(N(Cc3ccc(Cl)cc3)S(C)(=O)=O)cc2)CC1	-8%	15%	-1%	0%	-0.1	46%[activator]	-16%	8%	-6%
S=C1NCCNC(=S)NCCOCCOCCN1	-3%	86%[activator]	18%	1%	1.1	-2%	-3%	4%	-4%
O=C(COC(=O)c1ccco1)NC1CCCc2ccccc21 (stereo not given)	0%	11%	5%	-27%	/	34%	/	/	/
COc1cc(=O)[nH]c(SC(C)C(=O)Nc2cc(C)on2)n1 (stereo not given)	-7%	-5%	5%	-26%	-0.3	-9%	-7%	48%	1%
Cc1cccc(Cn2c(C)c(C)c3cc(C(=O)NCCN4CCOCC4)ccc32)c1	-18%	17%	-2%	?	0.1	36%	4%	-3%	-3%
CCOc1ccc(NC(=O)C2CCN(S(=O)(=O)c3c(C)noc3C)CC2)cc1	-1%	5%	-12%	-1%	0.0	30%	-2%	22%	-3%
CN(C)c1ccc(-c2n(C)c3ccccc3[n+]2C)cc1	-6%	32%[activator]	/	-22%	-0.4	-9%	-3%	24%	6%
Cc1cc(C)c(NC(=O)Cn2c(=O)n(-c3ccc(F)cc3)c(=O)c3c(C)c(C(=O)N(C)C)sc32)c(C)c1	-6%[60.1 µM]	9%	-7%	-11%	0.2	/	9%	2%	-1%
O=[N+]([O-])c1cccc(S(=O)(=O)Nc2ccc(-c3ccc(N4CCCC4)nn3)cc2)c1	-15%	39%[activator]	0%	-11%	-0.1	-14%	/	/	/
c1ccc(-c2nccc(-c3ccc(-n4cnc5ccccc54)cc3)n2)nc1	3%	43%[activator]	6%	-14%	0.2	2%	-13%	-1%	0%
COc1ccccc1NC(=S)N(Cc1ccco1)Cc1cc2cc(C)c(C)cc2[nH]c1=O	0%	?	-6%	-28%	0.2	-2%	5%	-1%	-2%
CCCCC(C(=O)NC1CCCC1)N(C(=O)c1snc(C(N)=O)c1N)c1ccc(OCC)cc1 (stereo not given)	-7%	96%[activator]	-5%	-17%	-1.0	-16%	-4%	23%	-7%
CC1CC(C)CN(C(=O)c2cc3ccccc3o2)C1 (stereo not given)	-16%	14%	-3%	?	-0.7	46%[activator]	/	/	/
O=C(C(c1ccccc1)C(O)(c1ccccc1)c1ccccc1)N1CCOCC1 (stereo not given)	-7%	-6%	5%	15%	/	/	/	/	/
COc1ccc(NC(=O)CC2(CC(=O)O)CCCC2)cn1	-10%	109%[activator]	-1%	0%	1.3	14%	-2%	-1%	0%
CC(Sc1n[nH]c(N)n1)C(=O)Nc1cccc(S(=O)(=O)N2CCOCC2)c1 (stereo not given)	-12%	59%[activator]	4%	0%	-1.5	-12%	-12%	80%	-1%
C=CCOc1ccc(C2/C(=C(/O)c3ccc(OC)cc3)C(=O)C(=O)N2CCN2CCNCC2)cc1 (stereo not given)	5%	-5%	3%	0%	-0.7	16%	-8%	-18%	-2%
COc1cc(/C=N/NC(=O)C(C)Nc2n[nH]c(=O)[nH]c2=O)cc(OC)c1O (stereo not given)	-16%	133%[activator]	-1%	-8%	0.4	0%	2%	-13%	3%
O=c1nc(N2CCOCC2)ccn1Cc1ccc(Br)cc1	-3%	28%	/	10%	0.3	-5%	4%	16%	-1%
CCOc1ccc2[nH]c(=O)c(CN(CCCN3CCOCC3)C(=O)Nc3ccc(F)cc3)cc2c1	10%	27%	6%	-4%	/	/	/	/	/
COc1ccccc1CNC(=O)CN1C(=O)CCc2cc(S(=O)(=O)N3CCCCC3)ccc21	-6%[60.1 µM]	-4%	-8%	-4%	-1.0	/	-2%	0%	-1%
CC(C)Oc1ccc(CNC(=O)C2CCCCN2S(=O)(=O)c2ccc(F)cc2)cc1 (stereo not given)	-15%	-7%	0%	-14%	-0.5	/	-6%	-24%	-3%
CCc1ccc(-n2c(=O)c3c4c(sc3n(CC(=O)N3CCC(C)CC3)c2=O)CCC4)cc1	-14%	-5%	-2%	-2%	-0.6	/	1%	0%	-4%
Oc1ccc(C(=S)N2CCCC2)cc1	2%	10%	-2%	?	0.0	-16%	-15%	46%	0%
CCOC(=O)COn1c(=O)c(C)[n+]([O-])c2ccccc21	-2%	10%	/	-7%	0.9	-3%	-19%	31%	-1%
COC(=O)c1ccc(COC(=O)CCc2nc(-c3ccccc3)c(-c3ccccc3)o2)cc1	3%	-4%[58.9 µM]	2%	-3%	1.2	2%	86%[activator]	-2%	-7%
Fc1ccc2c(c1)-c1nc(-c3ccccc3)cc(-c3ccccc3)c1CO2	-25%	-20%	5%	-21%	1.3	/	-3%	1%	-6%
COc1ccc(NC(=O)C2CCCN(S(=O)(=O)c3cccc4nonc34)C2)cc1 (stereo not given)	-3%	?	/	1%	0.0	1%	-9%	34%	-1%
CCCCN1C(=O)/C(=C/C=C2/C=Cc3ccccc3N2CC)SC1=S	-10%	71%[activator]	8%	?	0.2	8%	-3%	-5%	-6%
COc1ccc(N2CCN(C(=O)Cn3c(=O)[nH]c4ccsc4c3=O)CC2)cc1	-12%	10%	-4%	-2%	-0.7	-1%	-10%	3%	3%

Of the compounds above, these contain a furan ring, fused or not:
SMILES	Pol kappa inh	Pol iota inh	ERG-DNA inh	12-LOX inh	TRHR ag	APE1 inh	Apoferritin bind	Pol beta inh	BLM helicase inh
O=C(COC(=O)c1ccco1)NC1CCCc2ccccc21 (stereo not given)	0%	11%	5%	-27%	/	34%	/	/	/
COc1ccccc1NC(=S)N(Cc1ccco1)Cc1cc2cc(C)c(C)cc2[nH]c1=O	0%	?	-6%	-28%	0.2	-2%	5%	-1%	-2%
CC1CC(C)CN(C(=O)c2cc3ccccc3o2)C1 (stereo not given)	-16%	14%	-3%	?	-0.7	46%[activator]	/	/	/

Later entries.
SMILES	Pol kappa inh	Pol iota inh	ERG-DNA inh	12-LOX inh	TRHR ag	APE1 inh	Apoferritin bind	Pol beta inh	BLM helicase inh
COc1ccc(CNC(=O)C(OC(=O)c2ccco2)c2ccccc2F)cc1 (stereo not given)	-9%	5%	-3%	11%	-0.3	7%	-11%	0%	-4%
Cc1ccc(CNC(=O)Cc2ccc(Br)cc2)cc1	-13%	124%[activator]	2%	22%	-0.3	37%	-10%	0%	-3%
O=C(COc1ccccc1)N1CCN(C(=O)c2ccc([N+](=O)[O-])cc2)CC1	-10%	8%	-1%	-13%	1.2	18%	-16%	-14%	-8%
Cc1ccc(C(=O)COC(=O)COc2ccccc2[N+](=O)[O-])s1	-16%	-7%	/	?	0.1	7%	/	/	/
CCOC(=O)C1CCN(S(=O)(=O)c2ccc(NC(=O)c3ccco3)cc2)CC1	-15%	4%	6%	-1%	-0.9	-14%	-14%	?	-7%
CCc1ccc2nc(N(CCN(CC)CC)C(=O)c3ccco3)sc2c1	-5%	0%	-3%	?	0.9	/	5%	0%	6%
COc1ccc(Cl)cc1NC(=O)CSc1nc(-c2ccco2)cc(C(F)(F)F)n1	-8%	1%	-9%	-5%	1.0	/	?	18%	-8%
CCCCN(CCCNC(=O)CN1C(=O)COc2ccc(S(=O)(=O)N3CCC(C)CC3)cc21)Cc1ccccc1	0%	-7%	0%	-5%	0.1	-9%	-8%	2%	1%
Cc1cccc(CNS(=O)(=O)c2ccc(-c3coc(C)n3)cc2)c1	-8%[60.1 µM]	-10%	-2%	-21%	-0.1	/	-13%	?	-4%
COc1ccc(C2(c3ccc(OC(C)=O)cc3OC(C)=O)CC(c3ccccc3)NC(=S)N2)cc1 (stereo not given)	12%	3%	9%	?	0.2	-9%	-14%	-10%	-13%
Cc1ccc2[nH]c3c(c2c1)CN(C(=O)CN1CCCc2ccccc21)CC3	-6%	20%	-19%	?	-0.5	-1%	-8%	-5%	-5%
CCOC(=O)C1CCCN(C(=O)c2[nH]c3ccc(OC)cc3c2C)C1 (stereo not given)	14%	23%	3%	0%	-0.3	-4%	-13%	4%	-2%
O=C(CSc1nnc(SCc2ccccc2Cl)s1)N/N=C/c1ccc(C(=O)O)cc1	-19%	-22%	-4%	0%	-0.7	-12%	3%	9%	-6%
COc1ccccc1N1CCN(CC(=O)Nc2cc(C)nn2-c2nc(C)cc(C)n2)CC1	12%	-21%	-3%	-4%	/	/	/	/	/
